PrPC surface inh – inhibitors of human cell surface prion protein PrPC, primary screen, cell-based, TR-FRET; Major prion protein (Homo sapiens), P04156; TR-FRET read-out; inhibition, % at 13.8 µM; 370,000 tested, 0.43% active; AID 720596, 2013; in the data active = inhibition above about 24%; note: 0% = median of the test wells and 100% = reference compound wells
FadD28 binding – inhibitors of FadD28 bisubstrate probe binding, primary screen, biochemical, fluorescence polarization, single point | Mycobacterium tuberculosis FadD28 fatty-acid-AMP ligase | inhibition, % at 12.5 µM | 360,000 tested, 0.22% active; in the data active = inhibition above about 8.5%, passing the limit was not always enough; inconclusive = no clear call, values can overlap the other calls
Anthrax LF inh2 – Bacillus anthracis LF protease inhibitors, primary screen, biochemical, multiplex microsphere, MLPCN library. Lethal factor (Bacillus anthracis), P15917. multiplex microsphere protease cleavage assay. inhibition, % at 10 µM. 360,000 tested, 0.12% active. AID 588501, 2011; note: plate controls were buffer without enzyme for full effect and enzyme alone for no effect
Target sequence (P15917 whole entry, looked up): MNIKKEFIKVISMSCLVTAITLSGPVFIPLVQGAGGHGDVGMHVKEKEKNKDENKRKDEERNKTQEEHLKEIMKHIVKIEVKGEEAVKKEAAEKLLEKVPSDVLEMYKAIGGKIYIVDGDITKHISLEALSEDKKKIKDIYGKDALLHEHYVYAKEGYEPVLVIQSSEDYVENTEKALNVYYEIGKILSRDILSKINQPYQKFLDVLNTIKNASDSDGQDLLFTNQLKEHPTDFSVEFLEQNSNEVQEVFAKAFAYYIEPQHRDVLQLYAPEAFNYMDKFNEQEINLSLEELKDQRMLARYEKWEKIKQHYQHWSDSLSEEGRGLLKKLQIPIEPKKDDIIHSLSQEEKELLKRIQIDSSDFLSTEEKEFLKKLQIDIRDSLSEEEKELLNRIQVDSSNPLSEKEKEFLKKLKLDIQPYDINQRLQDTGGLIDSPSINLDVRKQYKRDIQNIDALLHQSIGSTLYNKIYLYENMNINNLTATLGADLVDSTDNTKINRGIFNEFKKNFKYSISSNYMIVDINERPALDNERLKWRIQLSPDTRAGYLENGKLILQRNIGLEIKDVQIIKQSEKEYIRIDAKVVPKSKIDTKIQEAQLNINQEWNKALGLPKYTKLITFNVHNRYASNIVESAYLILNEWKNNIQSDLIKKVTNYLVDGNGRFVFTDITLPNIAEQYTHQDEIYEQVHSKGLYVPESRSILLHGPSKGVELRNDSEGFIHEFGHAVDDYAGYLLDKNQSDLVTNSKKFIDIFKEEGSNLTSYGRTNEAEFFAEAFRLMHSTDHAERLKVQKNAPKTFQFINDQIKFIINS
TcdB inh – TcdB glycohydrolase inhibitors, primary screen, biochemical, single point, plate reader; Toxin B (Clostridioides difficile), P18177; TcdB glycohydrolase enzymatic assay; inhibition, % at 9.99 µM; 350,000 tested, 0.24% active; in the data active = inhibition above about 10%
Yp Topo-I inh – Yersinia pestis topoisomerase I inhibitors, primary screen, biochemical, cleavage product accumulation, plate reader, single point; DNA topoisomerase I (Yersinia pestis CO92); Y. pestis Topo-I cleavage product accumulation; activity, % at 10 µM; 360,000 tested, 0.064% active; in the data active = activity above about 50%, passing the limit was not always enough; inconclusive = no clear call, values can overlap the other calls; note: inactives centre near 2
CCHFV vOTU inh – CCHFV vOTU protease inhibitors, primary screen, biochemical, Pep-AMC substrate, fluorescence | 370,000 tested, 0.55% active | AID 651958, 2012 | inhibition, % at 11.5 µM; in the data active = inhibition above about 30%; note: 0% = vehicle wells with enzyme and 100% = no enzyme wells
BoNT-A LC inh2 – BoNT/A light chain protease inhibitors, primary screen, biochemical, flow cytometry, MLPCN library. Botulinum neurotoxin type A light chain protease (Clostridium botulinum A str. ATCC 3502). multiplex microsphere protease substrate cleavage. inhibition, % at 10 µM. 360,000 tested, 0.17% active. AID 588499, 2011; note: plate controls were buffer without enzyme for full effect and enzyme alone for no effect
BoNT-F LC inh – BoNT/F light chain protease inhibitors, primary screen, biochemical, flow cytometry, MLPCN library. Botulinum neurotoxin type F light chain protease (Clostridium botulinum). Multiplex microsphere protease cleavage assay. inhibition, % at 10 µM. 360,000 tested, 0.22% active. AID 588497, 2011; in the data active = inhibition above about 35%, passing the limit was not always enough; inconclusive = no clear call, values can overlap the other calls; note: plate controls were buffer without enzyme for full effect and enzyme alone for no effect
PfHsp40 rescue – rescue of yeast from PfHsp40 toxicity, primary screen, S. cerevisiae, ATP luminescence | growth rescue, % at 12.5 µM | 340,000 tested, 0.68% active | S. cerevisiae expressing PfHsp40, growth rescue | AID 504582, 2011; in the data active = growth rescue above about 28%, passing the limit was not always enough; inconclusive = no clear call, values can overlap the other calls;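 note: yeast W303a lacking pdr1 and pdr3 grown in galactose medium; growth measured after three days at 30 °C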
The depositor's hits bear a star; ? = inconclusive; / = not tested or not shown. Cut-off read from the data, not from the text of the source, unless noted: active = inhibition above about 30%; inconclusive = no clear call, values can overlap the other calls; inactive = below that.

1: CCOc1ccc(S(=O)(=O)Nc2ccc(C(=O)NCCCN3CCOCC3)cc2)cc1
2: CC12CCC(C(=O)n3c1nc1ccccc13)C2(C)C (stereo not given)
3: CC(C)NC(=O)/C(C#N)=C\c1ccc(N(C)C)c(Br)c1
4: Cn1nc([N+](=O)[O-])c2c(-c3nc4ccccc4s3)c(N)n(C3CCCCC3)c2c1=O
5: Cc1ccc(C(=O)Nc2cccc(S(=O)(=O)N(C)c3ccccc3)c2)o1
6: CC(C)=CCC[C@H](C)C[C@@H]1Cc2[nH][nH]c(=O)c2[C@@H](c2ccc(F)cc2)O1
7: Cc1nc(N2CCCC2)c2nnn(Cc3ccccc3Cl)c2n1
8: Cc1ccc(NC(=O)C2C3/C=C\CCCCC32)cc1 (stereo not given)
assay / entry,1,2,3,4,5,6,7,8
PrPC surface inh,4,-7,-2,-4,11,1,0,-5
FadD28 binding,-2.9,-2.1,-2.3,-1.5,-3.6,/,-0.1,0.1
Anthrax LF inh2,-1,-3,3,?,6,-2,0,-2
TcdB inh,1.5,/,1.2,/,0.6,0.2,/,-1.0
Yp Topo-I inh,-4,1,3,1,0,/,-4,-6
CCHFV vOTU inh,1,8,3,1,9,18,-14,-8
BoNT-A LC inh2,-1.4,-0.7,2.2,?,-0.2,-0.1,4.5,0.2
BoNT-F LC inh,2,-6,0,?,1,-13,5,-5
PfHsp40 rescue,/,-1.5,-0.6,-0.8,-1.1,/,0.5,0.0

9: O=C(CCCc1ccccc1)NCc1cccnc1
10: CC(=O)N(c1cccc(C)c1)S(=O)(=O)c1ccc(Cl)cc1
11: CCOc1ccc(-c2c(C(=O)N/N=C(\C)c3ccccc3OC)nnn2-c2nonc2N)cc1
12: COc1ccc(Cl)cc1-c1nc(-c2ccc(Br)o2)no1
13: CC(C)OCCCNC(=O)c1ccncc1
14: COc1cc(C2C(C(=O)c3cccs3)=C(O)C(=O)N2CCN2CCOCC2)cc(OC)c1OC (stereo not given)
15: O=C(c1cccs1)N1CCN=C1SCc1ccccc1
16: CN1CCc2ccccc2Cc2[nH]c3ccccc3c2CC1
assay / entry,9,10,11,12,13,14,15,16
PrPC surface inh,2,-8,-1,-3,-6,3,12,-1
FadD28 binding,-1.4,0.2,-0.9,-3.0,-2.4,-2.1,-0.7,-2.2
Anthrax LF inh2,0,0,-3,-7,2,0,-1,-6
TcdB inh,/,-1.3,3.9,2.5,/,1.1,/,0.4
Yp Topo-I inh,-7,1,17,5,2,7,10,-2
CCHFV vOTU inh,-3,0,7,-2,0,-9,14,-2
BoNT-A LC inh2,-1.4,-1.3,-1.2,-0.2,2.0,0.8,-0.4,-0.3
BoNT-F LC inh,-3,-3,-4,-2,3,?,10,-7
PfHsp40 rescue,-0.3,-0.2,0.1,-0.2,-1.4,-0.4,-1.0,-0.9

17: CCOc1ccc(S(=O)(=O)Nc2cccc(C(=O)NCCCN3CCOCC3)c2)cc1
18: O=C(CN1C(=O)CCSc2ccc(S(=O)(=O)N3CCCC3)cc21)Nc1ccccc1
19: COc1ccccc1Nc1nc(N)nc(CN2CC(C)CC(C)C2)n1 (stereo not given)
20: CCOc1ccc(N(Cc2ccc(OC)cc2)C(=O)c2ccco2)cc1
21: COC(=O)[C@H]1[C@@H](C)N(Cc2ccccc2)C(=O)N[C@H]1c1cccc(C(F)(F)F)c1
22: Cc1cc(C(=O)NC(C)C)on1
23: Cc1cccc(-c2nc(CS(=O)CC(=O)NC3CCCC(C)C3C)c(C)o2)c1 (stereo not given)
24: CS(=O)(=O)N(CC(=O)Nc1ccccc1Sc1ccccc1)C1CCCCC1
assay / entry,17,18,19,20,21,22,23,24
PrPC surface inh,4,0,-4,7,-1,-7,3,-5
FadD28 binding,-1.0,-0.8,0.1,-0.6,-0.6,0.2,-0.7,-4.0
Anthrax LF inh2,-2,1,1,1,-11,3,0,-3
TcdB inh,0.6,1.8,1.4,0.6,0.8,/,-0.8,/
Yp Topo-I inh,-2,3,0,2,3,2,4,29
CCHFV vOTU inh,-13,16,-6,8,5,-9,5,-7
BoNT-A LC inh2,-0.1,0.3,-0.7,-0.4,-0.8,0.1,0.1,?
BoNT-F LC inh,-8,5,-4,2,1,4,1,-2
PfHsp40 rescue,-1.8,-0.2,0.0,2.4,-1.1,-0.1,0.3,2.9

By substructure: the entries above containing bromine (2)
3: CC(C)NC(=O)/C(C#N)=C\c1ccc(N(C)C)c(Br)c1
12: COc1ccc(Cl)cc1-c1nc(-c2ccc(Br)o2)no1
assay / entry,3,12
PrPC surface inh,-2,-3
FadD28 binding,-2.3,-3.0
Anthrax LF inh2,3,-7
TcdB inh,1.2,2.5
Yp Topo-I inh,3,5
CCHFV vOTU inh,3,-2
BoNT-A LC inh2,2.2,-0.2
BoNT-F LC inh,0,-2
PfHsp40 rescue,-0.6,-0.2

New compounds follow.
25: O=C(COC(=O)CCc1ccc(S(=O)(=O)N2CCCCC2)cc1)Nc1ccc2c(c1)OCO2
26: CCOC(=O)COc1cccc2c(=O)n(CC(=O)N3CCc4ccccc43)ccc12
27: CC(=O)N1c2ccccc2S(=O)(=O)c2c1ccc1ccccc21
28: O=C(NCC1CCCO1)/C(=C\c1ccccc1)NC(=O)c1ccccc1 (stereo not given)
29: O=C(c1cccc(OC2CCN(Cc3ccc(F)cc3)CC2)c1)N1CCCC1
30: CN(C)/C=N/c1nc2nccc(-c3cccnc3)n2n1
31: O=S(=O)(NCc1ccccn1)c1ccc(Br)s1
32: CCOC(=O)C1CCN(S(=O)(=O)c2ccc(-c3cc(C(F)(F)F)n(C)n3)s2)CC1
assay / entry,25,26,27,28,29,30,31,32
PrPC surface inh,6,-1,3,-4,-12,-3,-6,5
FadD28 binding,-3.9,-0.5,-4.4,-0.1,-1.3,-2.9,-6.0,-1.5
Anthrax LF inh2,-4,-6,8,2,0,-3,4,-9
TcdB inh,0.7,0.5,1.7,1.8,2.6,-0.5,/,1.7
Yp Topo-I inh,24,4,18,2,14,-12,0,20
CCHFV vOTU inh,8,-7,2,-15,4,-70,3,1
BoNT-A LC inh2,0.5,0.3,0.3,-0.9,-3.2,0.6,?,-0.3
BoNT-F LC inh,-4,-13,7,-5,-9,6,7,?
PfHsp40 rescue,0.0,1.1,-0.9,-1.3,1.0,1.0,-0.4,/

33: COc1cccc(C2C(C#N)=C(N)N(N(C)C)C3=C2C(=O)CC(C)(C)C3)c1 (stereo not given)
34: O=C(O/N=C(/c1ccccc1)c1ccncc1)c1cccc(F)c1
35: CS(=O)(=O)c1ccc2nc(NC(=O)c3ccccc3Br)sc2c1
36: O=C1Cc2cc(S(=O)(=O)Nc3cccc(F)c3)ccc2N1
37: COC1CCCCC1Nc1cccc(SC)c1 (stereo not given)
38: Nc1c(N(Cc2ccccc2)C(=O)COc2ccc(F)cc2Cl)c(=O)[nH]c(=O)n1Cc1ccccc1
39: Cc1c(C(c2ccc(Br)cc2)c2c(C)n(C)n(-c3ccccc3)c2=O)c(=O)n(-c2ccccc2)n1C
40: Cc1c(NC(=O)/C=C/c2ccc(S(=O)(=O)N3CCOCC3)cc2)c(=O)n(-c2ccccc2)n1C
assay / entry,33,34,35,36,37,38,39,40
PrPC surface inh,-3,-4,1,5,1,3,-5,-1
FadD28 binding,-0.5,-4.0,-1.1,-3.8,-1.2,-0.3,2.4,-5.0
Anthrax LF inh2,-3,6,/,5,-2,3,-4,-8
TcdB inh,0.4,2.0,0.5,1.9,/,-3.6,2.4,0.6
Yp Topo-I inh,-2,-6,5,6,3,0,7,5
CCHFV vOTU inh,-2,11,-7,-8,-4,8,-15,10
BoNT-A LC inh2,-7.0,-0.6,/,0.2,-0.9,-0.2,4.0,0.4
BoNT-F LC inh,-18,0,/,3,-13,1,29,2
PfHsp40 rescue,-0.9,0.1,-1.8,-1.9,0.9,0.3,-0.2,-0.8

41: O=C(O)c1sc2ncccc2c1OCc1ccccc1
42: COc1ccc(NC(=O)CCOc2ccccc2C)cc1S(=O)(=O)N1CCCCC1
43: COC(=O)CC1COc2ccccc2N1C(=O)c1ccc(Br)cc1 (stereo not given)
44: CC(C(c1ccc2c(c1)OCO2)c1c(N)n(C)c(=O)n(C)c1=O)[N+](=O)[O-] (stereo not given)
45: C=CCn1c(O)c(N=O)c2ccccc21
46: O=C(CN1CCN(Cc2ccccc2Cl)C1=O)NC1CCCCCCC1
47: O=C(c1cccc(C(F)(F)F)c1)C1CCCN(Cc2ncc[nH]2)C1 (stereo not given)
48: C[n+]1c(-c2ccccc2)cc2c(=Cc3ccc([N+](=O)[O-])cc3)c3ccccc3n21
assay / entry,41,42,43,44,45,46,47,48
PrPC surface inh,-6,1,7,0,1,4,-4,-41
FadD28 binding,0.7,-1.7,-0.8,0.1,-1.2,-2.3,-2.2,-5.3
Anthrax LF inh2,-2,2,4,5,-6,2,2,-36
TcdB inh,0.6,0.0,-2.3,2.7,1.5,/,0.8,-1.1
Yp Topo-I inh,2,17,19,2,2,23,-2,-22
CCHFV vOTU inh,-11,7,-6,4,-5,4,-10,93*
BoNT-A LC inh2,-0.7,-0.6,0.4,-2.9,-0.8,0.3,-0.7,0.4
BoNT-F LC inh,0,3,4,-12,-2,-2,-10,-73
PfHsp40 rescue,1.7,0.1,1.1,0.7,0.1,1.3,14,1.9

49: CCN(CC(=O)Nc1ccc2c(c1)OCCO2)C(=O)/C=C/c1ccc(F)cc1
50: COCCN(CCOC)C(=O)Nc1ccc(Cl)cc1
51: CCCCCCCNC1=CC(=O)CC(c2ccccc2)C1 (stereo not given)
52: O=C1c2ccccc2CN1C(CO)Cc1ccccc1 (stereo not given)
53: O=C(NC1CCCCCCC1)c1ccc(Br)cc1
54: COc1ccc(S(=O)(=O)N2CCCCC2c2cc(C(=O)Nc3ccc(F)c(Cl)c3)no2)cc1 (stereo not given)
55: C#C[C@]1(O)CC[C@H]2[C@@H]3CCc4cc(OC)ccc4[C@H]3CC[C@@]21C
56: O=C(O)c1cccc(N2C(=O)c3cc([N+](=O)[O-])cc4cc([N+](=O)[O-])cc(c34)C2=O)c1
assay / entry,49,50,51,52,53,54,55,56
PrPC surface inh,0,4,3,3,0,7,5,-51
FadD28 binding,-2.2,-1.0,-5.2,/,-0.7,-4.3,-1.6,-33
Anthrax LF inh2,-1,-1,2,6,8,-7,2,1
TcdB inh,/,4.1,0.5,0.4,0.6,0.9,1.1,0.2
Yp Topo-I inh,2,-5,17,-3,6,8,-6,-14
CCHFV vOTU inh,-10,11,3,-4,-11,-19,2,20
BoNT-A LC inh2,1.7,-0.3,2.0,-4.3,-0.6,-0.6,-0.9,-5.1
BoNT-F LC inh,-6,-2,3,-22,-1,-5,-6,-27
PfHsp40 rescue,2.2,-0.5,2.5,0.1,/,/,1.7,0.7

57: CCOc1ccc(NC(=S)Nc2ccc(C)c([N+](=O)[O-])c2)cc1
58: O=C(c1ccc(Br)o1)N1CCN(Cc2ccccc2Cl)CC1
59: O=C(NCc1cccc(C(F)(F)F)c1)c1ccc2sc([C@@H]3O[C@H](CO)[C@@H](O)[C@H]3O)nc2c1
60: COc1ccc(CC2C(=O)N(C)C(=O)N(C)C2=O)c(OC)c1
assay / entry,57,58,59,60
PrPC surface inh,5,2,-4,1
FadD28 binding,-2.8,-4.4,-2.2,0.1
Anthrax LF inh2,0,-6,-5,-4
TcdB inh,/,0.3,0.2,/
Yp Topo-I inh,1,29,1,-2
CCHFV vOTU inh,3,7,14,8
BoNT-A LC inh2,-0.7,-0.8,-0.9,0.2
BoNT-F LC inh,-18,25,-8,7
PfHsp40 rescue,1.4,-0.3,/,0.3
